Compound activity deposited in PubChem by several laboratories.
M1AAP inhibition = P. falciparum M1AAP inhibitors, biochemical, fluorogenic H-Leu-NHMec substrate, 1536-well (AID 1445); 220,000 tested, 0.42% active; one-dose inhibition, % at 30 µM; IC50 in µM for titrated hits; recombinant M1AAP, H-Leu-NHMec fluorogenic kinetic assay; higher % means a stronger effect; Aminopeptidase N (Plasmodium falciparum (isolate 3D7));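 active = primary inhibition above the hit cutoff, then over 50% inhibition at one or more dose response concentrations, cut at about 23% in these data, passing the limit was not always enough; inconclusive = conflicting primary data, or primary hits not chosen for dose response; inactive = low primary inhibition, or under 50% at every dose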;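 note: plate controls were DMSO full reaction for no effect and no enzyme background for full effect; strong numbers were not always called active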
MT stabilizer = microtubule stabilizers in HeLa cells, primary screen, imaging, high-content imaging. HeLa tubulin immunostaining HCS, 24 h; share of cells brighter than vehicle mean+2SD. % tubulin-high responders, % at 10 µM. 200,000 tested, 0.83% active;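 active = plate Z-score above 3 for both tubulin-high and condensed-nucleus cell shares, with cell loss under 80%, at 10 µM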;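 note: anti alpha tubulin signal scored within the nucleus-defined area of each cell; some results filed as inactive read as strong as hits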
ER stress rescue = rescue of cells from ER stress-induced death, primary screen, 384-well, CSM14.1, thapsigargin, ATP luminescence (AID 1222); CSM14.1 thapsigargin-induced death rescue, ATP luminescence; higher % means a stronger effect; one-dose cellular ATP content (survival), % at 20 µM; EC50 in µM for titrated hits; 190,000 tested, under 10 active;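 active = EC50 below 50 µM in the dose-response confirmation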;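 note: death triggered by thapsigargin at about 15 µM added after 2 h compound pretreatment; cell ATP read after overnight thapsigargin exposure of roughly 18 to 22 hours; normalized against plate controls of thapsigargin alone and 5% DMSO vehicle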
Autophagy HCS = autophagy modulators in MEF cells, primary screen, imaging, high-content, MEF GFP-LC3. AID 463193, 2010. MEF GFP-LC3 puncta imaging; test concentration mostly 10 µM. 190,000 tested, 0.98% active. calls only at 10 µM (by protocol);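 active = percentage of spot-positive cells more than 3 SD above its plate mean, without a fluorescence outlier flag or 80% toxicity; inconclusive = no clear call, values can overlap the other calls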;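 note: spot-positive cell cutoff set from DMSO-treated cells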
M17LAP inhibition = P. falciparum M17LAP inhibitors, primary screen, biochemical, fluorogenic H-Leu-NHMec substrate, 1536-well (AID 1619) | recombinant M17LAP, H-Leu-NHMec fluorogenic kinetic assay; higher % means a stronger effect | 220,000 tested, 0.38% active | inhibition, % at 30 µM; hits with a dose series show IC50 in µM | Leucine aminopeptidase (Plasmodium falciparum (isolate 3D7));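 active = compound inhibiting the enzyme by more than half at any dose during confirmatory dose-response retesting; inconclusive = strong single-dose inhibitors picked by rank but not retested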;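 note: plate controls were full reaction with DMSO carrier for no effect and no enzyme background for full effect; strong numbers were not always called active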
Dynein transport = inhibitors of GR-EGFP nuclear translocation, primary screen, dynein cargo transport inhibitor project, imaging, high-content, 3617.4 mouse cells. z-score, hits read low. test concentration mostly 20 µM; stimulated with dexamethasone, 1 µM; active compounds read low. 220,000 tested, 0.47% active. AID 1381, 2008;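 active = plate z-score of nuclear minus cytoplasmic receptor signal below a set negative limit, without overly bright fluorescence or cell loss, cut at about -3.5 in these data, passing the limit was not always enough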;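 note: z-score of nuclear minus cytoplasmic ring GR-EGFP intensity difference per well; some compounds called inactive have numbers as strong as hits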
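medium = tetracycline-free induction medium containing charcoal-stripped FBS | probe or stimulus = dexamethasone, 1.0 µM final | timing = 48 h induction, then 1 h compound, then 30 min agonist, 37 °C | detection = automated 10x imaging of fixed Hoechst-stained cells | read-out basis = nuclear versus cytoplasmic GR-EGFP signal, averaged per well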
Yfh1-depleted yeast = enhancers of respiration in Yfh1-depleted yeast, dose response, Friedreich's ataxia, plus single-dose screen (AID 1465); S. cerevisiae Yfh1-off respiration, WST-1 reduction, 72 h; higher fold induction means a stronger effect; fold induction at 50 µM; hits with a dose series show EC50 in µM; 220,000 tested, 0.074% active;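 active = fold induction of absorbance versus untreated yeast above a set limit, then at least 30% activation at any dose in follow-up; inconclusive = repeats straddling the limit, or above it without dose testing; inactive = fold induction below the set limit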;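 note: activators that raise dye reduction in frataxin-depleted yeast; strong numbers were not always called active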
Ins promoter up = insulin promoter activators in MIN6 cells, imaging, high-content screening, mouse beta cells | z-score at 5 µM | AID 1625, 2009 | MIN6 insulin promoter-GFP reporter; active compounds read high | 190,000 tested, 0.3% active;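 active = z-score above 3 at 5 µM with at least 500 cells counted in the well; inconclusive = wells under 500 cells, flagged as cytotoxic or low count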
Hep lipid drop = inhibitors of hepatocyte lipid droplet formation, primary screen, imaging, high-throughput imaging, BODIPY stain; AML12 mouse hepatocytes, oleate lipid droplets; inhibition, % at 6.5 µM; 240,000 tested, 0.4% active;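 active = lipid droplet intensity inhibited by at least 50%, with more than 500 cells counted; inconclusive = wells with under 300 cells, treated as cytotoxic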
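Assay system: AML12 mouse liver cells | Compound: 6.5 µM single-point dosing | Schedule: Overnight exposure | Technique: Fluorescence imaging, 20x objective, two fields per well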
Dynein transport cytoplasmic EGFP = second read-out of Dynein transport, no call of its own (marks repeat the call); z-score; measured here: cytoplasmic GR-EGFP intensity; active compounds read high
Dynein transport nuclear GR-EGFP = also measured in Dynein transport; calls as there; z-score; measured here: nuclear GR-EGFP intensity;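 lower value marks the stronger effect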
Dynein transport cell count = also measured in Dynein transport; calls as there; z-score; measured here: cell count per field
Ins promoter up cell count = also measured in Ins promoter up; calls as there; cell count; measured here: cytotoxicity, nuclei count;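 total cells summed across four imaged fields per well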
Hep lipid drop cells 6.5 µM = further read-out of Hep lipid drop, marked with its call; cell count; measured here: cell count, cytotoxicity flag;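 cells counted across two imaged fields per well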
MT stabilizer Hoechst-high % = second read-out of MT stabilizer, no call of its own (marks repeat the call); % Hoechst-high responders; measured here: nuclear condensation Hoechst responders;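 share of cells brighter than vehicle mean plus two SD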
MT stabilizer cytotoxicity % = further read-out of MT stabilizer, marked with its call; toxicity, %; measured here: cytotoxicity by cell density;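 0% = mean cell density of plate MIN control wells and 100% = no cells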
Autophagy HCS cell loss 18 h = also measured in Autophagy HCS; calls as there; toxicity, %; measured here: cell loss, nuclei count;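 cell loss after 18 h compound exposure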
Numbers without * were called inactive; i = inactive; ? = inconclusive; / = no result given.

mol	M1AAP inhibition	MT stabilizer	MT stabilizer Hoechst-high %	MT stabilizer cytotoxicity %	ER stress rescue	Autophagy HCS	Autophagy HCS cell loss 18 h	M17LAP inhibition	Dynein transport	Dynein transport cytoplasmic EGFP	Dynein transport nuclear GR-EGFP	Dynein transport cell count	Yfh1-depleted yeast	Ins promoter up	Ins promoter up cell count	Hep lipid drop	Hep lipid drop cells 6.5 µM
CCCN(CCC)C(=O)CSc1ncccc1C(=O)O	7%	2.3	4.4	11	-2.8%	i	4	18%	3.1	-0.077	3.3	-2.1	i	0.14	1281	20	730
O=C(Nc1ccc(Cl)c(S(=O)(=O)N2CCOCC2)c1)c1cc(-c2ccccn2)nc2ccccc12	-1%	4.1	2.6	1.7	-0.9%	i	3	1%	-0.14	-0.32	0.16	-0.58	i	-0.07	1528	-20	694
CCN1CCCC1CNC(=O)c1ccc(N2CCOCC2)c(NS(=O)(=O)c2ccc(OC)cc2)c1 (centres undefined)	3%	2.2	1.9	1.6	0.3%	i	1	-1%	-0.37	-0.35	-0.26	0.96	i	0.17	1244	19	730
CCc1ccc2[nH]c(=O)c(CN(Cc3ccc(F)cc3)C(c3nnnn3CCN3CCOCC3)C(C)C)cc2c1 (centres undefined)	7%	1.2	0.9	11	-1.0%	i	-4	15%	-0.01	-0.28	0.16	0.62	i	0.1	1177	-5	790
Cc1ccc(NC(=O)CN2CCN(c3ccccn3)CC2)cc1S(=O)(=O)N(C)C	3%	3.7	2.4	10	-1.0%	i	1	5%	2.7	0.16	2.6	-2.5	i	0.2	1499	1	696
OCCNc1nc(-c2ccccc2)nc2ccccc12	4%	4.5	2.2	5.6	-0.6%	i	9	14%	-0.97	-0.22	-0.79	0.93	i	-0.69	1389	2	698
CCCC(=O)Nc1cc(C)c(NC(=O)c2ccncc2)cn1	-9%	1.5	4.5	12	0.6%	i	12	-9%	-0.12	-0.085	0.22	0.53	i	0.02	1334	/	/
O=C(OC(C(=O)NCC1CCCO1)c1ccccc1F)c1ccco1 (centres undefined)	4%	2.5	1.6	6.2	1.7%	i	-6	1%	-0.6	-0.2	-0.44	0.49	i	1	1304	/	/
Cc1c(N=C/C=C/c2ccccc2)cnn1C	13%	5.5	3.7	13	-0.3%	i	60	21%	-0.45	-0.066	-0.16	-0.46	i	0.53	1275	/	/
N/C(=N\O)c1ccc(NC(=O)c2ccc(Br)o2)cc1	-3%	3.3	2.4	2.2	-1.9%	i	-9	9%	-0.5	-0.26	-0.25	0.73	i	0.48	1239	6	795

Remaining list, next part
mol	M1AAP inhibition	MT stabilizer	MT stabilizer Hoechst-high %	MT stabilizer cytotoxicity %	ER stress rescue	Autophagy HCS	Autophagy HCS cell loss 18 h	M17LAP inhibition	Dynein transport	Dynein transport cytoplasmic EGFP	Dynein transport nuclear GR-EGFP	Dynein transport cell count	Yfh1-depleted yeast	Ins promoter up	Ins promoter up cell count	Hep lipid drop	Hep lipid drop cells 6.5 µM
CC(=O)Nc1cccc(NC(=O)CCn2cnc3cc(C)c(C)cc32)c1	-2%	2.0	2.0	3.3	-1.8%	i	-9	-8%	-0.041	-0.16	0.26	-0.44	i	0.68	1173	/	/
Cc1ccc(C)c(N(CC(=O)NC(C)(C)C)C(=O)CNC(=O)c2cccs2)c1	2%	3.2	1.4	6.9	-1.8%	i	-8	11%	0.0013	-0.3	-0.58	0.25	i	0.83	1467	-4	607
COc1ccc(NC(=O)NC23CC4CC(CC(C4)C2)C3)cc1OC	1%	4.6	1.6	5.4	-2.4%	i	2	8%	0.74	-0.22	0.25	-0.42	i	-0.31	1864	14	684
COc1ccc(NS(=O)(=O)c2cnc[nH]2)cc1	-1%	3.9	3.4	4.2	-1.0%	i	8	9%	0.81	-0.32	0.68	-0.73	i	-0.11	1191	-6	690
O=C1CCc2cc(S(=O)(=O)N3CCN(c4cccc(C(F)(F)F)c4)CC3)ccc2N1	9%	1.6	1.8	6.3	-2.4%	i	-4	19%	0.75	-0.0037	0.36	-0.32	i	0.54	1102	/	/
CCN1CCN(Cc2nc3c(c(=O)[nH]c(=O)n3C)n2Cc2ccccc2Cl)CC1	/	8.7	2.0	4.3	2.3%	/	/	/	1.8	-0.22	1.3	-0.27	i	-1	1006	6	709
CCC1(O)c2ccccc2-c2ncccc21 (centres undefined)	3%	2.5	1.3	4.4	-2.3%	i	-5	-1%	-0.61	-0.19	-0.11	0.066	i	0.49	1715	/	/
COCCN=c1scc(-c2cccs2)n1/N=C/c1ccc(O)c(O)c1O	?	5.0	2.1	5.7	2.4%	i	-2	7%	-3	0.44	-1.8	0.34	i	-3.7	804	31	672
CCCC(C)NC(=O)COc1ccc(Sc2ccc(OCC(=O)NC(C)CCC)cc2)cc1 (centres undefined)	-5%	1.5	2.4	8.9	1.4%	i	6	-2%	-0.52	-0.23	-0.14	0.67	i	-0.56	1239	-1	647
CC(=O)Nc1nc2c(c3c1c(=O)oc1ccccc13)CCCC2	3%	1.6	1.9	4.0	-2.2%	i	1	2%	-0.21	-0.2	0.012	0.48	i	-0.01	926	6	774

(list continues)
mol	M1AAP inhibition	MT stabilizer	MT stabilizer Hoechst-high %	MT stabilizer cytotoxicity %	ER stress rescue	Autophagy HCS	Autophagy HCS cell loss 18 h	M17LAP inhibition	Dynein transport	Dynein transport cytoplasmic EGFP	Dynein transport nuclear GR-EGFP	Dynein transport cell count	Yfh1-depleted yeast	Ins promoter up	Ins promoter up cell count	Hep lipid drop	Hep lipid drop cells 6.5 µM
CC1(C)CC(=O)C=C(Nc2ccccc2O)C1	2%	3.8	2.9	6.1	-0.2%	i	8	13%	-0.26	0.55	0.43	-0.84	i	-1.1	1552	/	/
COc1cc(/C=N/O)ccc1OCc1ccc([N+](=O)[O-])cc1	9%	4.7	3.7	12	-0.1%	i	-3	-5%	-0.35	-0.32	-0.61	0.42	i	-0.14	1443	14	634
Cc1ccc(S(=O)(=O)NC(=O)NC(=O)N(C)S(=O)(=O)c2ccc(C)cc2)cc1	-3%	4.0	2.6	2.5	0.9%	i	3	-6%	1.4	-0.22	0.63	-0.16	i	-0.45	1242	-21	727
Cc1ccc(NC(=S)N(Cc2cccs2)Cc2cc3cc(C)cc(C)c3[nH]c2=O)cc1	1%	2.3	2.1	4.4	-0.7%	i	14	0%	0.6	-0.22	0.64	-0.6	i	-2.3	1240	15	561
Cc1nc(CNS(=O)(=O)c2cc(F)ccc2F)cs1	-1%	4.4	2.3	3.3	-0.1%	i	-4	1%	2.2	-0.16	1.1	-1.5	i	0.58	1205	4	696
CCc1nnc(NC(=O)C(=O)NCCOC(=O)c2ccccc2Cl)s1	9%	3.4	2.0	4.3	-2.4%	i	-22	18%	-0.19	-0.2	0.34	0.73	i	-0.57	1190	/	/
O=C(CSc1nccc(=O)[nH]1)c1c[nH]c2ccccc12	1%	/	/	/	/	/	/	1%	0.55	-0.23	0.13	-0.8	i	0.08	1360	8	685
COc1cccc(N/C(SCc2ccccc2Cl)=C(/C#N)C(=O)NCc2cccs2)c1	2%	5.7	1.7	2.6	2.7%	i	-2	2%	-0.15	-0.25	-0.12	0.56	i	-0.58	1167	-36	392
COc1ccc(N2CCN(c3ccc(NC(=O)c4ccc5c(c4)OCO5)cc3C#N)CC2)cc1	-4%	4.2	2.0	5.4	-0.5%	i	16	10%	0.078	-0.24	0.63	-0.6	i	0.02	1284	-6	716
CC(C)Oc1cccc(C(=O)C2CCCN(C(=O)CCn3cnnn3)C2)c1 (centres undefined)	/	1.1	0.7	3.9	0.4%	i	4	/	-1.1	0.0095	-0.13	0.54	i	0.44	1477	0	692
Cc1nccc2[nH]c(=O)c(C(=O)NC3CCCCC3C)cc12 (centres undefined)	4%	6.9	2.6	7.4	0.8%	i	-6	11%	-0.35	-0.2	0.031	0.55	i	-0.23	1363	2	774
Cc1cccc(C(=O)NC(=S)Nc2ccc(S(=O)(=O)N(C)c3ccccc3)cc2)c1	7%	2.5	1.2	6.4	0.0%	i	39	6%	1.4	-0.22	1.1	0.26	/	-0.26	985	-3	778
